High-throughput results from PubChem.
Platelet DG rel = platelet dense granule release activity; inhibition, %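 (compounds screened at 7.5 µM in platelet-rich plasma)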; AID 1663; human platelet-rich plasma, SFLLRN dense granule ATP release, luminescence; actives 0.22% (n = 300,000);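 active = mean replicate score, as percent of positive control, at or above 50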
HSP90 refold inh = blocks HSP90-mediated luciferase refolding in reticulocyte lysate; Rabbit reticulocyte lysate, luciferase refolding luminescence, 3 h; inhibition, % at 5.6 µM; actives 0.91% (n = 290,000);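 active = inhibition above the screen-wide mean plus 3 SD, computed separately per campaign, cut at about 16% in these data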;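 also: 0% = DMSO wells and 100% = 60 µM geldanamycin wells; inhibitors lower the luminescence because luciferase stays unfolded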
HSF-1 act = increases HSF-1 driven luciferase reporter signal; activation, % at 9 µM; NIH3T3-HGL HSF-1 luciferase reporter, MG132, 8 h; 100% = twice DMSO control signal; actives 1.7% (n = 300,000);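 active = mean replicate activation of at least 50% with a set share of replicates each reaching 50%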;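 also: 0% = median of the neutral control wells and 100% = twice that signal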
HDAC3 inh = inhibitors of human histone deacetylase 3 | O15379 | recombinant HDAC3, fluorogenic peptide/trypsin coupled, fluorescence | inhibition, % at 8.3 µM | actives 0.15% (n = 320,000) | AID 2718; in the data active = inhibition above about 26%, passing the limit was not always enough
Target sequence (O15379 whole entry, looked up): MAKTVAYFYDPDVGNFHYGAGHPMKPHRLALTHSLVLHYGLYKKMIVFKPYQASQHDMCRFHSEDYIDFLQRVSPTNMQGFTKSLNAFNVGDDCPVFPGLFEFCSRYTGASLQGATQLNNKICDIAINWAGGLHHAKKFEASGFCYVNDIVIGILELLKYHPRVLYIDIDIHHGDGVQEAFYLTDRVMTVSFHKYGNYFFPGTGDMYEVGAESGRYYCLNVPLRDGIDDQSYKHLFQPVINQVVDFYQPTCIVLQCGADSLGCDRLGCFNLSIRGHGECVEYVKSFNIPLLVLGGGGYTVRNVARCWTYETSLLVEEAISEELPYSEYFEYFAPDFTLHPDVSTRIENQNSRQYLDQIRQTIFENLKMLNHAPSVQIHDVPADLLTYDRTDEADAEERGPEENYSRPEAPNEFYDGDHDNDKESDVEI
HSF1 inhib = HSF1 inhibition | activity change, negative = inhibition, % at 7.5 µM (by protocol) | NIH3T3-HGL HSE-luciferase, MG132-induced, luminescence 8 h; active compounds read low | actives 0.77% (n = 300,000);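 active = more than half of replicate wells show activity change below -50%, luminescence cut by over half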;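 also: luciferase reports HSF-1 transcriptional activity via heat shock element; 0% = median of DMSO wells and -100% = zero luminescence signal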
IEC-6 cytotox = kills IEC-6 intestinal cells in KLF5 counter-screen | inhibition, % at 5 µM | actives 0.78% (n = 290,000) | AID 1825 | IEC-6 cytotoxicity, luminescence viability; in the data active = inhibition above about 22%;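 also: 0% = plate median of test compound wells and 100% = cytotoxic reference compound wells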
AI-2 QS modul = Vibrio harveyi AI-2 quorum sensing modulation; actives 0.4% (n = 300,000); activity change, % at 7.5 µM; Vibrio harveyi JMH597 AI-2 luminescence/OD600 ratio, 9 h; active compounds read low; strain lacks LuxN and CqsS sensors; 0 = neutral-control median; in the data active = activity change below about -75%, passing the limit was not always enough;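 also: luminescence divided by OD600 gain over 9 h not by final OD600 alone; inactives centre near 13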
HIF act = HIF pathway transcriptional activation; U2OS HRE-luciferase reporter, luminescence; normalized: DMSO 0%, desferrioxamine 100%; activation, % at 7.5 µM (by protocol); actives 0.32% (n = 300,000); AID 1910;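 active = mean activation of at least 10% of the iron chelator positive control signal, with at least half of replicates also reaching 10%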
KLF5 inh = suppresses KLF5 promoter-driven expression. inhibition, % at 5 µM. AID 1700. DLD-1 KLF5 promoter-luciferase reporter, luminescence. actives 0.23% (n = 290,000);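 active = inhibition above a per-plate limit of that plate's mean compound inhibition plus 3 SD, cut at about 60% in these data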;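 also: 0% = DMSO wells and 100% = LY294002 at 200 µM; higher means less KLF5 promoter-driven luciferase light; inactives centre near -14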
aSyn 5UTR inh = MLPCN primary screen, SNCA 5' untranslated region | actives 0.82% (n = 300,000) | inhibition, % (tested at 7.5 µM) | alpha-synuclein 5'UTR reporter, inhibitor activity; in the data active = inhibition above about 60%;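 also: H4 neuroglioblastoma cells stably carrying SNCA 5'UTR luciferase fusion; 0% = DMSO wells and 100% = positive control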
Starred values were filed as active, the others as inactive; / = no result given.

The first 3 compounds, ahead of the listing:
SMILES	Platelet DG rel	HSP90 refold inh	HSF-1 act	HDAC3 inh	HSF1 inhib	IEC-6 cytotox	AI-2 QS modul	HIF act	KLF5 inh	aSyn 5UTR inh
O=C(Nc1cccnc1)c1ccc(-c2ccc(Cl)cc2)o1	2	-4	39	-3	25	0	14	2.1	-68	-190
Cn1c(SCC(=O)c2ccccc2)nnc1-c1ccccn1	-3	-1	28	-1	28	-1	17	2.3	-31	-128
COc1ccc(N=NC2=C(O)CC(C)(C)CC2=O)c(OC)c1	5	2	-3	8	4	4	23	1.3	7	14

This part in full, previewed entries included:
SMILES	Platelet DG rel	HSP90 refold inh	HSF-1 act	HDAC3 inh	HSF1 inhib	IEC-6 cytotox	AI-2 QS modul	HIF act	KLF5 inh	aSyn 5UTR inh
O=C(Nc1cccnc1)c1ccc(-c2ccc(Cl)cc2)o1	2	-4	39	-3	25	0	14	2.1	-68	-190
Cn1c(SCC(=O)c2ccccc2)nnc1-c1ccccn1	-3	-1	28	-1	28	-1	17	2.3	-31	-128
COc1ccc(N=NC2=C(O)CC(C)(C)CC2=O)c(OC)c1	5	2	-3	8	4	4	23	1.3	7	14
Cc1ccc(OCC(=O)NCc2ccccn2)c(Br)c1	-1	0	50	-4	22	1	24	-22	-82	-104
CCCOc1ccc(C(=O)Nc2ccc(Cl)cn2)cc1	6	13	43	1	18	-2	-5	-1.8	-108	-33
C=CCOC(=O)C1=C[C@H](c2ccc3c(c2)OCO3)C[C@H](OCCCCO)O1	-1	/	7	0	-2	/	6	0.0	/	-3
COc1ccccc1OCC(=O)NCc1cccs1	1	0	-7	1	-9	-4	14	0.8	-58	-18
c1ccc(-c2ccc(OCCCn3cncn3)cc2)cc1	/	3	/	-4	/	3	/	/	-24	/
COC(=O)C1=C(C)Nc2nnnn2C1c1cccnc1 (centres undefined)	-16	1	17	-2	-6	3	4	-0.3	-4	18
O=C(O)c1cccc(S(=O)(=O)N2CCCC2)c1	1	-3	-7	0	-7	-2	17	0.2	-39	19
CSc1ccc(S(=O)(=O)NCc2ccccc2C)cc1	-2	-5	1	0	-1	-4	28	0.3	-3	-17
CC(=O)N1CCc2cc(S(=O)(=O)CCC(=O)NCCc3ccccc3)ccc21	-8	0	12	-2	-4	-8	20	0.0	-13	12
O=C(N/N=C/C=C/c1ccco1)c1cccnc1	1	-2	-8	0	-9	-4	18	-0.1	-21	-29
CCCC(=O)Nc1cc2c3c(c1)C(C)C(=O)N3CCC2 (centres undefined)	-9	-3	8	-3	5	-4	18	0.0	-12	4
Cc1ccc(CNC(=O)CCSCc2ccccc2C)cc1	4	1	-3	2	-5	1	32	0.4	-18	-6
CCCc1nc2sc3ccccc3c(=O)c2c(=O)n1Cc1ccc(OC)cc1	11	1	30	8	0	-2	26	0.0	-12	-39
COc1cc(/C=N/NC(=O)c2ccncc2)ccc1OC(=O)c1cc(OC)c(OC)c(OC)c1	17	-4	35	5	15	-5	16	0.4	-22	-2
O=C(NCC(c1cccnc1)N1CCN(c2ccc(F)cc2)CC1)c1ccccc1 (centres undefined)	0	-1	-9	5	6	4	34	-0.3	-19	-1
O=C(Nc1ccc2ccccc2c1)c1cccc([N+](=O)[O-])c1	13	4	36	-3	9	5	21	5.1	-141	-113
CCOc1ccccc1OCCOCCN1CCN(Cc2ccccc2)CC1	4	0	16	3	0	-3	13	-0.2	5	8
O=C(N/N=C/c1cc([N+](=O)[O-])ccc1O)c1ccc2c(c1)OCCO2	-24	1	-38	1	-29	-1	15	1.7	-11	36
O=C(Nc1ccccc1-c1nc2ccccc2[nH]1)c1ccc(S(=O)(=O)N2CCCCC2)cc1	14	2	-5	/	-2	0	26	-0.4	-19	36
COc1ccccc1NC(=S)N(c1ccccc1)C(C)C	-6	-3	9	-1	-2	-2	-5	-0.8	-17	10
CSc1cccc(NC(=O)CCCOc2ccc(Cl)cc2C)c1	13	-1	-6	3	-1	1	33	-0.3	-12	4
COc1cc(NS(=O)(=O)c2ccc(NC(=O)c3ccc(F)cc3)cc2)ncn1	-14	2	-1	1	-11	3	8	0.1	-1	-15
Remaining list, next part
SMILES	Platelet DG rel	HSP90 refold inh	HSF-1 act	HDAC3 inh	HSF1 inhib	IEC-6 cytotox	AI-2 QS modul	HIF act	KLF5 inh	aSyn 5UTR inh
CCOC(=O)c1csc(NC(=O)c2cc3ccccc3o2)n1	5	58*	39	2	12	2	19	1.5	-73	-125
COc1ccc(Cn2nnnc2C(c2cc3ccc(OC)cc3[nH]c2=O)N2CCC(C)CC2)cc1 (centres undefined)	8	5	25	-1	1	1	25	-0.8	-35	0
O=C(c1ccc(F)cc1)N1CCC(O)(c2cccnc2)CC1	1	-3	-19	3	2	-2	4	-0.3	-16	0
COc1ccccc1NS(=O)(=O)c1ccc2ccccc2c1	-3	3	1	-3	1	-7	12	-1.5	-9	-5
Cc1cccc(OC(C)C(=O)N2CCCc3ccccc32)c1 (centres undefined)	-3	1	9	-4	-4	-6	-7	-0.1	-24	24
NCCCN1CCOCC1	1	1	7	-1	-2	6	-2	0.2	-11	1
Cc1cc(NS(=O)(=O)c2ccc(NC(=S)NC(=O)c3cccnc3)cc2)no1	-2	-2	-2	4	-6	-1	32	-0.7	-34	10
CC(O)[C@@]1(O)CC[C@H]2[C@@H]3CC[C@H]4C[C@@H](O)CC[C@]4(C)C3=CC[C@@]21C (some centres undefined)	3	/	-2	-1	1	/	8	-1.0	/	1
COC(=O)c1ccc(COc2cccc(C)c2C)cc1	-2	3	18	2	13	-2	2	1.0	-33	-52
O=C(c1ccc(Cl)cc1)N1N=CCC1(O)c1ccc(Cl)cc1 (centres undefined)	3	8	11	-6	11	-6	19	-1.3	4	-10
COc1cccc(-c2c(C(=O)N/N=C(\C)COc3ccccc3)nnn2-c2nonc2N)c1	-3	-3	-7	-7	-2	-1	43	/	-8	15
CC12CCC(C/C1=N/NC(=O)Nc1ccccc1)C2(C)C (centres undefined)	-14	0	11	0	9	-3	37	0.3	1	-41
CC1CCN(C(=O)CCNS(=O)(=O)c2ccc3c(c2)oc(=O)n3C)CC1	2	3	-20	-5	-6	-6	17	0.4	-15	-5
CCCC(=O)Nc1ccc(Sc2ccc([N+](=O)[O-])cc2)cc1	11	0	10	2	7	-1	-12	-0.5	9	43
COc1cc(/C=C/C(=O)OCc2cn3cc(Cl)ccc3n2)ccc1O	0	3	-14	1	-1	14	17	2.2	-8	-16
CCOc1ccc(S(=O)(=O)Nc2c(C)n(C)n(-c3ccccc3)c2=O)cc1	0	-6	18	-2	14	-6	5	-2.4	5	-9
CC1CN(CCOc2ccc(Cl)c(Cl)c2)CC(C)O1 (centres undefined)	-10	-3	-17	-3	5	1	8	0.1	-18	-12
C=C(C)C1CC=C(CN2CC(C)OC(C)C2)CC1 (centres undefined)	12	-1	-5	4	-8	6	38	-0.4	-34	6
COc1ccc(O)c(/C=N/c2nc3ccccc3n2C)c1	-3	-1	-8	5	-3	0	7	-1.6	-25	13
COc1ccc(-c2cc(CNC(=O)CCl)on2)cc1	-1	-2	9	-2	3	9	8	-0.4	-10	-50
CNC(=O)c1ccsc1NC(=O)c1ccc(Cl)s1	34	-4	-72	7	-66*	1	11	0.7	-21	-41
Cc1nn(-c2ccccc2)c(C)c1NC(=O)COc1ccc(F)cc1Cl	10	0	3	5	-3	-4	6	-0.7	-31	-6
Cc1ccccc1-c1nc(CN2CCC(C(=O)NCc3cccnc3)CC2)c(C)o1	2	5	-3	-7	-5	1	12	0.0	-26	12
O=C(Cn1nc(-c2cccs2)ccc1=O)Nc1ccc(Br)cc1	-3	5	0	1	0	4	10	1.7	-7	3
O=C(Cn1cc([N+](=O)[O-])cn1)NC1CCCCCC1	3	-4	4	-2	-4	-2	4	0.3	-19	2
(continued)
SMILES	Platelet DG rel	HSP90 refold inh	HSF-1 act	HDAC3 inh	HSF1 inhib	IEC-6 cytotox	AI-2 QS modul	HIF act	KLF5 inh	aSyn 5UTR inh
CCOc1ccc(N(CC(=O)NCc2ccco2)C(=O)CCC(=O)Nc2ccccn2)cc1	-2	3	14	/	0	-4	10	-0.7	-2	2
COc1ccc(CC(=O)NC(C)c2nnc(SCCOc3ccc(OC)cc3)n2C)cc1 (centres undefined)	6	2	2	-1	0	-9	12	-0.2	-1	-7
Cc1ccc(-n2nc3c(=O)n(CC(=O)NCCC4=CCCCC4)nc(C)c3c2C)cc1	-2	1	5	1	-5	4	17	0.0	0	35
CCNC(=S)N/N=C1\CCCCc2ccccc21	-9	-4	-2	-1	7	-7	18	0.2	-13	7
O=C(NCc1ccccn1)c1ccc(Cl)s1	-1	-1	0	-2	-8	-1	29	-0.1	-31	-6
OCCNc1nc(Nc2ccccc2)nc2ccccc12	35	-1	-5	0	-3	-3	18	0.1	-14	-8
Cn1nc(C(=O)N2CCN(c3ccc([N+](=O)[O-])cc3)CC2)c2c1-c1ccccc1S(=O)(=O)C2	11	1	-3	-5	-5	-5	15	/	13	1
CC(=O)c1ccc(Nc2nc(C)cc(C)n2)cc1	2	0	32	2	2	-8	1	2.9	-93	-126
Cc1cc(NC(=O)CSc2ncnc3c2cnn3-c2ccccc2)no1	-2	-2	-9	2	-7	-1	16	-0.4	-22	5
COC(=O)CC1(C(=O)OC)Oc2ccc(Br)cc2C(=O)N1c1cccc(Cl)c1Cl (centres undefined)	13	0	-2	12	1	2	-25	-0.3	-4	7
COc1ccccc1/C=N/OC(=O)c1ccc(F)cc1	20	-2	17	2	2	-5	29	1.1	-5	2
CSc1nsc(SC)c1C(=O)Nc1ccc(C)cc1	0	-1	8	-4	3	10	10	-0.2	-41	19
COc1cc(NC(=O)c2ccnn2C)c(OC)cc1Cl	-5	-3	19	7	0	-9	23	0.3	-19	-52
O=C(NCCc1csc(-c2ccc(Cl)cc2)n1)c1ccco1	0	2	9	0	1	6	14	-0.2	-34	14
COc1ccc(Cl)cc1NC(=S)NCCO	-11	5	-8	0	-5	2	28	-0.5	0	21
Cc1ccc(C(=O)N/C(=C/c2ccco2)C(=O)N2CCCCC2)cc1	-6	0	-1	10	9	1	-3	-11	-9	14
Cc1cc(C)c(S(=O)(=O)NCC2CCC(C(=O)NCCCN3CCOCC3)CC2)c(C)c1 (centres undefined)	13	1	27	/	7	-4	5	-0.3	-34	-42
Cc1nn2c(NCCOCCO)c3c(nc2c1-c1ccccc1)CCC3	2	4	-6	2	-5	6	18	-0.5	12	21
C/C(=N/NC(=O)c1ccc(-c2ccccc2)cc1)c1cc(O)cc(O)c1	/	-3	/	3	/	4	33	/	-39	/
O=C(Nc1ccc(S(=O)(=O)N2CCOCC2)cc1)c1ccco1	2	5	8	/	-6	0	22	-0.5	-52	-8
Cc1ccc(C)c(C(=O)OCC(=O)Nc2cccc(S(=O)(=O)NC3=NCCCCC3)c2)c1	1	1	-2	0	-2	9	14	-0.5	-32	2
CC1CC(C)CN(C(=O)Cn2c(-c3nonc3N)nc3ccccc32)C1 (centres undefined)	3	1	-2	7	4	2	17	-1.2	-13	21
C=CCOC(=O)C1=C[C@@H](c2ccc(Br)cc2)C[C@@H](OCc2ccc(CO)cc2)O1	-3	-1	25	-1	-1	-9	16	0.2	-5	-5
O=C1CN(C(=O)c2cc(Br)c(Br)s2)c2ccccc2N1	/	2	-7	10	2	6	-6	3.3	-2	-15

Entries above that have an NH in an aromatic ring (2):
SMILES	Platelet DG rel	HSP90 refold inh	HSF-1 act	HDAC3 inh	HSF1 inhib	IEC-6 cytotox	AI-2 QS modul	HIF act	KLF5 inh	aSyn 5UTR inh
O=C(Nc1ccccc1-c1nc2ccccc2[nH]1)c1ccc(S(=O)(=O)N2CCCCC2)cc1	14	2	-5	/	-2	0	26	-0.4	-19	36
COc1ccc(Cn2nnnc2C(c2cc3ccc(OC)cc3[nH]c2=O)N2CCC(C)CC2)cc1 (centres undefined)	8	5	25	-1	1	1	25	-0.8	-35	0
